Assay outcomes (PubChem)
GASC-1 inh: human JMJD2C demethylase inhibition; GST-JMJD2C(1-420) H3K9me3 demethylation, DELFIA europium; inhibition, % at 2.35 µM; Q9H3R0; 0.069% of 330,000 active;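 active = more than half of a compound's replicate wells show inhibition beyond 50%, single wells judged on their own value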;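 note: signal counts dimethyl H3K9 product captured on neutravidin plate; 0% = median of DMSO wells and 100% = 0.3 times that DMSO median; strong numbers were not always called active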
TPT1 inh: inhibitors of Candida albicans tRNA 2'-phosphotransferase TPT1. inhibition, % at 5 µM. recombinant caTPT1, FP RNA substrate dephosphorylation. 0.81% of 300,000 active;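 active = inhibition above the mean of all tested compounds plus 3 SD, set per screening campaign, cut at about 24% in these data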;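 note: plate controls were DMSO alone for no effect and ferristatin control at 100 nM for full effect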
PREPL inh: inhibitors of human prolyl oligopeptidase-like enzyme PREPL; Q4J6C6; recombinant PREPL, fluorescence polarization activity-based probe; inhibition, % at 5.96 µM; 0.68% of 320,000 active; AID 2751; in the data active = inhibition above about 43%;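 note: 0% = enzyme with DMSO and 100% = wells lacking enzyme; many of its hits are not listed in these tables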
Target sequence (Q4J6C6 whole entry, looked up): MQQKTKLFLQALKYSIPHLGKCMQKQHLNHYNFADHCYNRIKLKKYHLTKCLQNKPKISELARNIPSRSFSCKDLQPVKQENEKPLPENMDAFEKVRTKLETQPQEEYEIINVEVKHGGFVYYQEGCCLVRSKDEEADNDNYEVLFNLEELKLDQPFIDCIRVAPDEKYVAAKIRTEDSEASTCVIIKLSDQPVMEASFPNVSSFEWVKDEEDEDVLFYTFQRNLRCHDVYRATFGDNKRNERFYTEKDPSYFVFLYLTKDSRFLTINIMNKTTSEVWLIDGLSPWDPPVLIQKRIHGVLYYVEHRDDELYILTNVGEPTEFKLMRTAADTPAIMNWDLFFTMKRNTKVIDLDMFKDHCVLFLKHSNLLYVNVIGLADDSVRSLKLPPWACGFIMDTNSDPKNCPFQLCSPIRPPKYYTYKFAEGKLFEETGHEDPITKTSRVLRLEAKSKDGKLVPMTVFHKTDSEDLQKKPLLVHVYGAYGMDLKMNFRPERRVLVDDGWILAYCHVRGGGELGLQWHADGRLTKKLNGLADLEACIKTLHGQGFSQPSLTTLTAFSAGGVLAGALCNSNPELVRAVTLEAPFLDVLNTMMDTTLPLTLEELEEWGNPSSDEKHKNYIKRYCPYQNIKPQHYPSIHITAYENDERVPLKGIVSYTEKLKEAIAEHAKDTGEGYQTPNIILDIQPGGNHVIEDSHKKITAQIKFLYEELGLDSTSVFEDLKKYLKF
Efflux pump mplx: blocks antifungal efflux pumps in multiplex yeast assay | S. cerevisiae Candida pump triplex, Nile Red efflux | inhibition, % at 10 µM | 0.44% of 330,000 active | AID 485275;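 active = plate passing quality check with inhibition over a set limit, or well fluorescence over plate mean plus 4 SD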;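 note: Nile Red retained in pooled yeast measured as flow cytometry median fluorescence; 0% = buffer negative control and 100% = Enniatin B positive control; higher means more Nile Red kept so more efflux inhibition; some compounds called inactive have numbers as strong as hits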
CTSL1 counter: counter-screen for PFM18AAP inhibitors: inhibitors of F. hepatica cathepsin L1. recombinant F. hepatica cathepsin L1, Z-Leu-Arg-MCA fluorescence. 0.49% of 300,000 active. inhibition, % at 5.96 µM;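 active = inhibition above the mean of all tested compounds plus 3 SD, set per screening campaign, cut at about 17% in these data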;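 note: 0% = plate median of test compound wells and 100% = 1 µM Z-Phe-Ala-diazomethylketone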
HCV core dimer: HCV core protein dimerization inhibition; AID 1899; inhibition, % at 5 µM; 0.33% of 300,000 active; TR-FRET GST/Flag-core106 dimerization, 1536-well;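 active = inhibition above the mean of all tested compounds plus 3 SD, set per screening campaign, cut at about 45% in these data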
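System – GST-tagged and Flag-tagged HCV core protein residues 1-106 · Repeats – one well for each compound · Technique – TR-FRET 671 and 617 nm emission · Doses – one concentration, 5 µM, in 0.5% DMSO · Times – 4 h, 22.5 °C incubation · Also added – Eu donor and XL665 acceptor anti-tag antibodies · Measure – percent inhibition of core106 dimerization signal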
PP1 inh: PP1-alpha (human) inhibition in PP5 counter-screen; 0.9% of 320,000 active; AID 2235; P62136; purified PP1alpha, OMFP fluorescence; inhibition, % at 6.7 µM;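 active = inhibition above the mean inhibition of all tested compounds plus 3 SD, computed separately for each screening campaign, cut at about 15% in these data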
Target sequence (P62136 whole entry, looked up): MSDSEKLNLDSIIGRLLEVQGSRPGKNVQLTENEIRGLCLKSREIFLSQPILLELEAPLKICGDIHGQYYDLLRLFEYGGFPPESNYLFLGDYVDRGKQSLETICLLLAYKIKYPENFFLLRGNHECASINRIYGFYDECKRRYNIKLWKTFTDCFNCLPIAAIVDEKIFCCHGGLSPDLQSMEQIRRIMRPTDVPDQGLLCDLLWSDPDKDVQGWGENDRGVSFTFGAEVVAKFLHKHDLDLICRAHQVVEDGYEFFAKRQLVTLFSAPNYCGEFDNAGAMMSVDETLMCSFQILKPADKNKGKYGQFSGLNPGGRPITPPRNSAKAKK
PP5 primary: blocks human protein phosphatase 5 activity. purified PP5c, OMFP substrate fluorescence. P53041. 0.18% of 320,000 active. inhibition, % at 6.7 µM. AID 1987;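 active = inhibition above the campaign's mean inhibition across all tested compounds plus 3 SD, cut at about 9.5% in these data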;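 note: 0% = DMSO only and 100% = 100 µM cantharidin control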
LYPLA2 inh: LYPLA2 (human) inhibition in PME1 counter-screen. O95372. recombinant LYPLA2, FP-Rh probe fluorescence polarization. inhibition, % at 5.9 µM. 0.38% of 320,000 active. AID 2177;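 active = inhibition above the screen-wide mean plus 3 SD, limit set per campaign, cut at about 26% in these data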;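 note: 0% = LYPLA2 with DMSO and 100% = wells lacking LYPLA2 enzyme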
An asterisk follows results filed as active; . = no result given; & = joins results of further samples.

SMILES	GASC-1 inh	TPT1 inh	PREPL inh	Efflux pump mplx	CTSL1 counter	HCV core dimer	PP1 inh	PP5 primary	LYPLA2 inh
O=C(Nc1ccc(C(=O)c2ccc(C(=O)O)c(C(=O)O)c2)cc1)c1ccccc1	-3	0	11	0.5	1	-8	4	0.9	-2
COc1ccc(C(=O)NCCOc2cccc(Oc3ccccc3)c2)cc1OC	6	.	-5	0.1	.	.	-1	4.5	5
CC1Nc2ccccc2C(=O)N1NS(C)(=O)=O (stereo not given)	-17	-5	6	0.0	-3	-4	1	0.2	-12
O=C(O)C1C(c2ccccc2)C(C(=O)Oc2ccccc2)C1c1ccccc1 (stereo not given)	0	1	14	0.1	3	3	-1	3.9	5
CSc1ccccc1NC(=O)CN1CCCCC1C (stereo not given)	-8	-4	-5	0.0	-1	3	-3	2.4	1
CC(C)(c1ccccc1)c1ccc(OCC2CO2)cc1 (stereo not given)	2	1	-6	0.0	-1	2	0	2.0	-4
CCOc1ccc(NC(=O)CCC(=O)NNC(=O)COc2ccc(C)cc2)cc1	-37	-4	-2	-0.1	-18	4	-1	-1.0	-1
Clc1ccc(-n2nnnc2-c2ccno2)cc1	11	-5	-6	0.0	1	1	-5	-1.6	0
COC(=O)/C(C#N)=C/c1occc1C	-6	-1	1	-0.1	5	-6	-1	-1.6	2
CCc1ccccc1NC(=O)C1CCCC1	-27	-2	8	0.0	-3	1	0	1.7	1
OC(COC(c1ccc(F)cc1)c1ccc(F)cc1)CN1CCCC1 (stereo not given)	-13	0	10	0.3	4	-4	2	2.1	-4
CCc1ccc(-c2csc3ncn(CC(=O)NCc4ccco4)c(=O)c23)cc1	-7	3	-48	0.1	-4	5	-4	3.0	-3
NC(=O)C1CCN(C(=O)CSc2nc(O)cc(=O)[nH]2)CC1	0	-2	-5	0.1	-4	6	-2	4.1	0
CCCn1c(CN2CCN(C(=O)OCC)CC2)nc2c1c(=O)n(C)c(=O)n2C	-14	-4	-16	0.0	-8	2	55*	3.6	-1
CCC(NC(=O)NNC(N)=S)(C(F)(F)F)C(F)(F)F	24	-1	9	0.0	-1	-3	3	2.1	0
CSc1cccc(NC(=S)N2CCC(N(C)C3CCCCC3)CC2)c1	-5	-3	11	0.1	2	-2	2	-0.6	0
COc1ccccc1C(=O)Nc1cc2c(ccc3ccccc32)oc1=O	9	0	7	0.0	-4	2	-8	-0.1	10
CCOc1ccc(OCCC(=O)N2CCN(S(=O)(=O)c3ccc(F)cc3)CC2)cc1	0	0	8	0.2	2	0	0	3.9	2
COc1cc([C@@H]2[C@H]3CN(C)CC=C3C(C#N)=C(N)C2(C#N)C#N)cc2c1OCO2	33	5	29	-0.1	1	-3	-3	-0.2	4
Cc1ccc(C(=O)Nn2cnnc2)cc1S(=O)(=O)N1CCOCC1	0	2	-4	-0.1	3	-1	-2	2.0	0
O=C(c1ccco1)N1CCN(S(=O)(=O)c2ccc(Cl)s2)CC1	9	2	-8	0.7	-2	-5	-2	2.2	-1
COc1ccc(C)cc1NC(=O)NCc1ccco1	12	2	-4	0.1	1	1	-4	-1.8	6
Nc1nc(SCC(=O)N2CCCCCC2)[nH]c(=O)c1NC(=O)c1ccco1	-10	1	14	0.4	1	-13	-1	-0.3	-1
COc1cc(/C=N/Nc2nc(C)cc(=O)[nH]2)ccc1OC(=O)c1cccnc1	71	4	4	0.0	-1	1	-2	0.6	-1
O=C(COc1coc(CN2CCc3ccccc3C2)cc1=O)Nc1cccc(F)c1	-9	-5	17	0.0	0	-3	3	0.2	-3

Four entries from above, ordered by their value in GASC-1 inh, descending.
Structure	GASC-1 inh	TPT1 inh	PREPL inh	Efflux pump mplx	HCV core dimer	PP5 primary
Clc1ccc(-n2nnnc2-c2ccno2)cc1	11	-5	-6	0.0	1	-1.6
COc1ccc(C(=O)NCCOc2cccc(Oc3ccccc3)c2)cc1OC	6	.	-5	0.1	.	4.5
CC(C)(c1ccccc1)c1ccc(OCC2CO2)cc1 (stereo not given)	2	1	-6	0.0	2	2.0
CCCn1c(CN2CCN(C(=O)OCC)CC2)nc2c1c(=O)n(C)c(=O)n2C	-14	-4	-16	0.0	2	3.6

Next part
SMILES	GASC-1 inh	TPT1 inh	PREPL inh	Efflux pump mplx	CTSL1 counter	HCV core dimer	PP1 inh	PP5 primary	LYPLA2 inh
Cc1ccc(OCC(O)CNC(C)c2ccccc2)cc1C (stereo not given)	0	-1	-9	0.4	-1	0	-1	0.8	1
CC(C)n1nnnc1SCC(=O)NCc1cccs1	0	0	7	0.1	4	4	-2	0.0	-1
O=S1(=O)CCN2C(c3cccc4ccccc34)=CSC2=N1	2	-1	-5	-0.1	-1	4	-8	0.8	-2
C=CCOc1c(Br)cc(/C=N/n2c(CC)n[nH]c2=S)cc1Br	1	2	-6	-0.2	-2	9	0	-1.6	-3
CCC(Sc1ccc(C(=O)O)cc1)C(=O)O (stereo not given)	4	-2	-3	-0.1	2	-2	-1	0.6	-2
O=C(NCc1ccco1)c1cc(-c2cccs2)nc2ccccc12	0	2	0	-0.3	-1	-6	3	4.6	-1
CC(C(=O)NCc1ccc2c(c1)OCO2)c1ccc([N+](=O)[O-])cc1 (stereo not given)	12	-2	-2	-0.1	0	1	-2	0.7	0
CC(C)Cn1c(N2CCN(CC(=O)Nc3ccc(Cl)cc3)CC2)nc2ccccc21	0	2	16	0.2	4	6	0	4.2	8
O=C(Nc1c(F)cccc1F)c1cnc(N2CCN(c3ccccn3)CC2)c2ccccc12	7	-2	-20	0.2	0	23	3	-0.3	-5
COc1ccc(NC(=O)Nc2ccc3c(c2)CCC3)cc1OC	0	1	15	0.0	-3	-1	-5	0.5	3
COc1ccc(CCNC(=O)/C=C/c2ccc3ccccc3n2)cc1OC	60	0	14	0.0	7	-15	-5	1.4	-1
CSc1ccc(CN(C)C(C)C(=O)NCC2CCCCC2)cc1 (stereo not given)	3	2	-12	-0.1	2	-2	-2	0.5	-2
COC(=O)c1ccc(CSc2nc(N3CCOCC3)c3c(c2C#N)CC(C)(C)OC3)o1	12	-3	5	0.0	2	11	-3	4.1	1
O=S(=O)(c1ccc(Br)c2ccccc12)N1CCCC1	-31	-2	1	0.2	-2	5	4	6.3	-3
Nc1[nH][nH]c(=O)c1N=Nc1cccc(Cl)c1	8	2	15	-0.1	5	-29	0	0.1	-1
CC(C)(C)c1csc(NC(=O)c2ccncc2)n1	-11	5	11	0.0	1	13	-3	-0.3	-3
O=C(O)c1ccccc1SCC(=O)N1CCOCC1	-5	-2	-5	0.1	1	1	-4	1.9	0
CC(CCO)Nc1nc2c(c(=O)n(C)c(=O)n2C)n1Cc1cccc(Br)c1 (stereo not given)	2&0	-7	10	0.1	2	-4	-5	2.9	2
CCOC(=O)C(C)(C)N(Cc1cccc(C)c1)S(=O)(=O)c1cccc([N+](=O)[O-])c1	2	1	2	0.0	4	7	4	4.8	1
CCOc1ccc(C2=Nn3c(nnc3-c3ccc(OC)cc3)SC2)cc1	-1	-1	-27	-0.1	6	12	5	1.3	-1
COC(=O)c1cc(NS(=O)(=O)c2ccc(N3CCOCC3)c([N+](=O)[O-])c2)cc(C(=O)OC)c1	-28	4	13	-0.2	2	7	-2	1.4	4
CS(=O)(=O)NCCn1ccc2ccccc21	-8	-6	-6	0.1	-3	-16	0	-0.5	3
CC(C)CN(CC(C)C)S(=O)(=O)N1CCC(C(=O)NCc2cccs2)CC1	-7	-3	15	0.1	-3	2	2	4.1	7
CN(CCc1ccccn1)C(=O)CCNC(=O)Cn1cnc2ccccc2c1=O	4	0	9	0.1	0	-3	1	2.3	1
C/C(=N\Nc1ncc(Cl)cc1Cl)c1ccc2c(c1)OCO2	4	0	1	0.0	1	1	-2	-1.2	3
SMILES	GASC-1 inh	TPT1 inh	PREPL inh	Efflux pump mplx	CTSL1 counter	HCV core dimer	PP1 inh	PP5 primary	LYPLA2 inh
CC(=O)Nc1ccc(S(=O)(=O)Nc2ccc3c(c2)OCO3)cc1	-8	-3	0	0.1	0	-5	3	-1.3	0
COc1ccc(CCNC(=O)CCCCCN2C(=O)c3ccccc3C2=O)cc1	-2	-4	-4	0.0	0	-1	1	1.1	6
COc1ccccc1OCCOc1ccc(/C=C2/C(=N)N3OC(C)=CC3=NC2=O)cc1OC	0	2	4	-0.1	2	-1	-2	2.9	1
COc1ccc(C(=O)NC2CC2)cc1OC1CCN(Cc2cnn(C)c2)CC1	-2	-5	6	-1.9	-2	-7	-3	0.0	3
CCOc1cc(C(=O)Nc2ccc(S(=O)(=O)Nc3nnc(CC)s3)cc2)cc(OCC)c1OCC	2	1	3	0.4	5	15	5	3.0	-7
CCc1cccc2c1NC(=O)C2(O)CC(=O)c1cccs1 (stereo not given)	-2	2	-2	0.1	0	2	-1	2.0	-6
O=C1Nc2ccccc2N(O)N1c1ccc(S(=O)(=O)Nc2ccccn2)cc1	1	-1	1	0.1	2	5	-1	0.4	5
Oc1c(CN2CCCCC2)cc(Br)c2cccnc12	-11	-4	41	-0.2	-3	-9	9	3.8	1
O=C(N/N=C/C(Cl)=C/c1ccc([N+](=O)[O-])cc1)C(=O)Nc1ccc(C(=O)O)cc1	5	-1	2	-0.1	10	8	1	-0.1	6
CCNc1nc(NCC)n2c(SCC(=O)Nc3ccc(Br)cc3F)nnc2n1	7	4	-9	0.1	2	3	1	-1.3	7
c1ccc2c(NC3C4CC5CC(C4)CC3C5)nc(N3CCOCC3)nc2c1 (stereo not given)	-4	5	16	0.1	1	4	0	5.2	-2
CCN1CCN(CCC(=O)Nc2ccccc2C)CC1	4	-2	1	0.1	-5	2	-6	-1.0	-1
Cc1nnc(NC(=O)C2CC(=O)N(Cc3ccccc3)C2)s1 (stereo not given)	2	3	4	3.1	0	-1	2	4.0	1
CC(=O)c1ccc(OCC(=O)Nc2ccccc2C(=O)NC2CC2)cc1	-100	-1	0	0.1	-2	-3	-2	0.5	-3
O=C1NC(c2ccccc2)=C(c2ccc3ccccc3n2)C(c2ccc(F)cc2)N1 (stereo not given)	-1	1	4	0.0	-3	4	5	6.7	1
C=CCCC(=O)N1CCC(Oc2cccc(C(=O)NCc3ccccn3)c2)CC1	4	2	-7	0.1	2	13	0	0.8	7
COc1ccccc1-n1cc(-c2ccc([N+](=O)[O-])cc2)[nH]c1=S	8	2	10	-0.1	1	8	0	1.8	3
Cc1nc2ccccc2n1/C(=N/S(=O)(=O)c1ccc(Br)cc1)c1ccccc1	-4	1	6	-0.1	-4	3	1	0.3	0
Cc1c(C(=O)OC(C)C(C)C[N+](C)(C)C)oc2ccccc12 (stereo not given)	-1	0	-3	0.2	-5	7	-1	3.4	-8
Cc1ccc(-c2nc3ccccc3s2)cc1NC(=S)NC(=O)/C=C/c1ccco1	-5	2	6	0.4	0	52*	1	5.2	-1
CCOc1ccc(N(CC(=O)NCc2ccc(Cl)cc2)S(=O)(=O)c2ccccc2)cc1	3	1	-16	0.1	4	9	2	2.6	6
COc1ccc(CNS(=O)(=O)c2ccc(-n3cccn3)cc2)cc1	1	0	0	0.3	-2	-5	-1	-0.4	1
OCc1ccccc1NC(=S)Nc1cccnc1	-1	1	13	-0.1	-3	-3	-7	3.9	0
CC1CCCCN1C(=O)Cc1ccc(F)cc1 (stereo not given)	2	2	-2	-0.2	-2	1	-3	-2.4	-3
CCCCSc1nc(C)[nH]c1[N+](=O)[O-]	3	1	-9	0.0	-3	-7	2	5.9	0

This is a subset (hit frequency here may not be typical).
